Assay outcomes: PubChem, National Center for Advancing Translational Sciences (NCATS)
GRP78 ERSR act: qHTS for Inducers of the Endoplasmic Reticulum Stress Response (ERSR) in Human Glioma: qHTS | U87-MG GRP78 promoter luciferase reporter, 16 h | Potency, µM, inactives show at the highest dose activation, actives largely listed as activators | hit rate 0.02% among 420,000; further: potency means the concentration at half of the fitted maximal effect; series mostly up to about 76 µM; % of control where 0% means no effect; nearly all actives have a fitted effect of over 35% in size
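ERSR induction read as luciferase luminescence (Bright-Glo, 10 min at room temperature) in stably transfected human U87-MG glioma cells exposed to compounds for 16 h, using GRP78 as sensor.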
D1 agonist: Allosteric Agonists of the Human D1 Dopamine Receptor: qHTS; D(1A) dopamine receptor (Homo sapiens), P21728; hit rate 1% among 360,000; AID 504660, 2011; activation, % at 2 µM; HEK293 T-REx D1 cells, calcium flux, agonist mode; in the data active means activation above about 30%; further: 0% is about no effect
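Inducible HEK293 T-REx D1 cells, force-coupled to calcium signalling, were plated at 4000 cells/well with tetracycline and held overnight at 30 C. After no-wash calcium dye loading, compound-evoked calcium rise over 180 s flagged agonists.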
D2 PAM: HTS Assay for Positive Allosteric Modulators of the Human D2 Dopamine Receptor: Primary Screen for Potentiators. AID 485347, 2010. potentiation, % at 10 µM. hit rate 0.34% among 340,000. HEK293 T-REx D2, calcium flux, EC20 dopamine potentiation. D(2) dopamine receptor (Homo sapiens), P14416;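 active means potentiation over 3 SD above the plate norm, cut at about 30% in these data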; further: 0% is about no effect
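Calcium flux readout, no-wash dye, 1 read/s. Inducible HEK293 Trex D2 line, overnight 30 C. Compound alone 180 s (agonist flags), then EC20 dopamine, another 180 s to score potentiation.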
Vif-A3F inh: qHTS for Inhibitors of Vif-A3F Interactions: qHTS | HeLa A3F-eYFP + Vif (tagged APOBEC3F with the HIV-1 protein that degrades it), YFP fluorescence increase | Potency, µM (doses to about 46.1 µM), without a hit: top-dose activity, negative = active | hit rate 0.2% among 390,000; further: potency means the concentration at half of the fitted maximal effect; % of control where 0% means no effect; nearly all actives have a fitted effect of over 65% in size
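HeLa cells stably expressing Vif plus C-terminally eYFP-tagged A3F were seeded, incubated overnight at 37 deg C, dosed with compound, incubated overnight again at 37 deg C. Yellow fluorescence (Ex 488/Em 500-530) reported blocked Vif-mediated A3F-eYFP degradation.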
Vif-APOBEC3G blk: qHTS for Inhibitors of Vif-A3G Interactions: qHTS; hit rate 0.076% among 410,000; Potency, µM (series often up to 46.1 µM), for inactives: at the top dose activity, negative = active, hits mostly inhibitors; HeLa A3G-eYFP + Vif (tagged APOBEC3G with the HIV-1 protein that degrades it), YFP fluorescence, overnight; AID 602310, 2012;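 further: potency means the concentration at half of the fitted maximal effect; on the % scale 0 is the no-effect control and ±100 the full control effect; nearly all actives have a fitted effect of over 60% in size; hits raise eYFP signal because A3G escapes Vif-driven loss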
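HeLa cells stably expressing Vif and C-terminally eYFP-tagged A3G, seeded overnight at 37 deg C, then exposed to compound by pintool overnight at 37 deg C. Rise in yellow fluorescence (Ex 488/Em 500-530, Acumen) marks blocked Vif-driven A3G degradation.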
RXFP1 antagonist: qHTS Assay for Antagonists of the Relaxin Receptor RXFP1. Relaxin receptor 1 (Homo sapiens), Q9HBX9. HEK293-RXFP1, relaxin-stimulated cAMP HTRF, 30 min; active compounds read low. activity change, negative = inhibition, % at 57.5 µM. hit rate 0.59% among 350,000;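 active means activity change of -60% or lower, but not beyond a set lower limit; inconclusive means change between -60% and -40%, or beyond the set limit; inactive means change above -40%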; further: on the % scale 0 is the no-effect control and ±100 the full control effect
Target sequence (Q9HBX9 whole entry, looked up): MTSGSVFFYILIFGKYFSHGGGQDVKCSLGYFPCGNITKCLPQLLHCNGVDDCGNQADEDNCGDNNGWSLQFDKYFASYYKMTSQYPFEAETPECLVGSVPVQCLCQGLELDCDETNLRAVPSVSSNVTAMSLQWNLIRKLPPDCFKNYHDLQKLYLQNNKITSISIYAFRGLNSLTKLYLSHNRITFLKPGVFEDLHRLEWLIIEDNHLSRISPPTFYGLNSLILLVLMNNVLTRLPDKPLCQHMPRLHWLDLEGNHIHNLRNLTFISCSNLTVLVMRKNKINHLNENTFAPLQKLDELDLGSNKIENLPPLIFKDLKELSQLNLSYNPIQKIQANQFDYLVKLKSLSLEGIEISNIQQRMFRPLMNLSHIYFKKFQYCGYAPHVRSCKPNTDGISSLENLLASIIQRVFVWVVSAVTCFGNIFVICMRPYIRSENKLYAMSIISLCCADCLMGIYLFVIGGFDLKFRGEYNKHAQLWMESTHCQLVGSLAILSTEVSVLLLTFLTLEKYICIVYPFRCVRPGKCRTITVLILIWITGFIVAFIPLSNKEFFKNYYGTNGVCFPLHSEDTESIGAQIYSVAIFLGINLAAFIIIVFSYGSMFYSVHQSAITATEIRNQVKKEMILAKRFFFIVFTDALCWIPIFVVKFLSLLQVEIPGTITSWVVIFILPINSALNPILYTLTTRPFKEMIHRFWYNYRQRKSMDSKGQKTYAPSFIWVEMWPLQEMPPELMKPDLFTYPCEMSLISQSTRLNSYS
D1 antagonist: Antagonist of Human D 1 Dopamine Receptor: qHTS; D(1A) dopamine receptor (Homo sapiens), P21728; HEK293 TREx D1 cells, calcium flux, dopamine EC80; active compounds read low; activity change, negative = inhibition, % at 10 µM; hit rate 3.2% among 360,000; AID 504652, 2011; in the data active means activity change below about -30%; further: on the % scale 0 is the no-effect control and ±100 the full control effect
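HEK293 T-REx cells expressing inducible, force-coupled D1 receptor; no-wash Ca dye, 30–90 min RT. Cmpd → 180 s read at 1 Hz → EC80 DA → 180 s read.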
D1 potentiator: Potentiators of Human D1 Dopamine Receptor: qHTS. D(1A) dopamine receptor (Homo sapiens), P21728. HEK293 TREx D1 cells, calcium flux, dopamine EC20 potentiation. potentiation, % at 10 µM. hit rate 0.036% among 360,000; in the data active means potentiation above about 30%; further: 0% is about no effect
RXFP1 ag: qHTS Assay for Agonists of the Relaxin Receptor RXFP1 | Relaxin receptor 1 (Homo sapiens), Q9HBX9 | HEK293T-RXFP1 cAMP TR-FRET, 30 min; response scale: percent of porcine relaxin response, buffer zero | Potency, µM (highest dose often 57.5 µM), for the others: top-dose activation, most hits filed as activators | hit rate 0.3% among 370,000 | AID 2676, 2010; further: potency means the concentration at half of the fitted maximal effect; on the % scale 0 is the no-effect control and ±100 the full control effect; nearly all actives have a fitted effect of over 60% in size; many of its hits are not listed in these tables
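HEK293T cells stably expressing RXFP1 were pretreated with the PDE4 inhibitor Ro 20174, exposed to compounds for 30 min at 37C, lysed, and cAMP was read by TR-FRET. Data normalized to buffer (basal) and 29 nM porcine relaxin (100%).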
An asterisk follows results filed as active; ? = inconclusive; . = not tested or not shown; & = joins results of further samples. Unless noted, the call rests on the fitted dose curve; in most records, active means well fitted curve in the direction sought with a large enough effect; inconclusive means small, poorly fitted or top-dose-only effect, or another doubt; inactive means no such curve, though single readings can be large; an effect the other way counts as inactive or inconclusive. An excerpt; rates above refer to the full screens.

SMILES	GRP78 ERSR act	D1 agonist	D2 PAM	Vif-A3F inh	Vif-APOBEC3G blk	RXFP1 antagonist	D1 antagonist	D1 potentiator	RXFP1 ag
Cc1ccc(CNC(=O)CCS(=O)(=O)c2cc3c(cc2Cl)NC(=O)CO3)o1	-4%	5	2	-2%	1%	.	6	-9	1.9%
CCCNC(=O)OCCC12CC3CC(CC(C3)C1)C2	0%	33*	10	-13%	-2%	?	-6	-3	7.0%
Cc1ccc(Cl)cc1-n1ncc2c(NCc3ccc(F)cc3)ncnc21	?	77*	18	1%	-5%	-65*	-61*	3	-2.6%
CC(C)CN(CCNC(=O)c1cn(C)c2ccc(S(=O)(=O)N3CCCC3)cc2c1=O)CC(C)C	-5%&0%	7&1	3&26	7%&0%	2%&3%	-12&1	6&12	3&0	-0.2%&2.1%
COC(=O)c1cc(C(=O)NCc2ccccc2)c(=O)[nH]c1C	-2%	2	-6	2%	1%	-8	-6	6	-2.1%
CCCn1c2ccccc2c2cnn(CC(=O)NCCc3ccccc3)c(=O)c21	-4%	2	-3	-15%	-6%	-14	-19	-5	5.1%
COc1ccccc1N1CCN(CCCOc2ccc(F)cc2)CC1	-2%	0	-23	4%	-3%	-11	-17	-9	0.1%
COc1cc(/C=N/NC(=O)c2cn(-c3cccc(C)n3)cn2)ccc1O	-2%	0	-1	-4%	1%	-12	-4	-3	-0.7%
Cc1cccc(C=NOCCc2ccccc2)n1	7%	.	.	6%	-3%	-10	.	.	.
CCc1ccc(NC(=O)Cn2ccn(-c3ccc(OC)cc3)c(=O)c2=O)cc1	-4%	9	11	1%	6%	15	-9	-4	2.1%
Nc1nn(-c2ccccc2)nc1C(=O)OCc1ccccc1	2%	2&0	-2&-1	-32%	1%	-23&-10	-10&7	1&-2	5.6%&9.0%
CC(=O)c1cc(-c2ccccc2)n(CCC(=O)Nc2cc(C)cc(C)c2)c1C	0%	9	-2	-5%	-4%	-24	1	-6	-1.2%
CC(C)C1C(=O)N(Cc2cn(Cc3ccco3)nn2)CCS(=O)(=O)N1Cc1ccc(-c2ccncc2)cc1 (stereo not given)	?	.	.	-2%	-4%	-4	.	.	.
COc1cccc(-c2cn3c(n2)sc2cc(C(=O)NCc4cccs4)ccc23)c1	-2%	-1	-8	2%	-7%	11	22	-1	8.1%
Cc1ccnc(NC(=O)C2CC(=O)N(Cc3ccccc3)C2)c1 (stereo not given)	-6%	22	4	17%	-1%	-11	-44*	1	-0.5%
Cn1cc(CCC(=O)N2CCCC(CCC(=O)NCc3ccccc3F)C2)cn1 (stereo not given)	11%	1	9	4%	-10%	4	-14	-1	-0.7%
CCOc1ccc(-n2c(=S)sc3c(=O)n(-c4ccccc4)c(SCC(=O)O)nc32)cc1	0%	2	6	7%	2%	-4	-8	-1	2.7%
COC(=O)c1c(C)[nH]c(C(=O)OCC(=O)NCC(C)C)c1C	3%	0	-23	2%	0%	-5	1	-1	0.0%
O=c1c2cnn(-c3ccc(F)cc3)c2ncn1Cc1cccc(Cl)c1	-3%	2	18	-1%	4%	-10	-4	0	0.7%
O=C(Nc1ccccc1)NN1CC(=O)N(c2ccc(Cl)cc2)CC1=O	11%	3	7	2%	4%	9	0	-2	0.0%
C/C(=N\NC(=O)C(C)Sc1ccccc1)c1ccc([N+](=O)[O-])cc1 (stereo not given)	-2%	2	2	-6%	-4%	1	-23	-4	0.0%
O=C(CCC(=O)N1CCN(Cc2ccc(F)cc2)CC1)Nc1nnc(C2CCCCC2)s1	-1%	9	12	-10%	1%	-22	-8	1	0.0%
Cc1nn(-c2ccccc2)c2c1N(CC(=O)N1CCN(c3ccc(Cl)cc3)CC1)C(=O)CS2	0%	5	-1	-7%	3%	.	-16	-8	-1.9%
CCc1ccccc1NC(=O)N1CCN(C(=O)c2nsc3ccccc23)CC1	-1%	3	-3	-3%	-1%	-17	6	-2	8.7%
Cc1cccn2c(=O)c3cc(C(=O)N4COCC4(C)C)sc3nc12	4%	2	-2	2%	1%	-5	-4	-2	?
Cc1nc(-c2cccc(NC(=O)c3cccs3)c2)cs1	3%	-1	-9	-8%	-5%	-7	-8	-1	-0.7%
CCCCCC(=O)Nc1cccc(C2=NOC3(C2)C[C@H](C(N)=O)N(C(=O)c2ccccc2C(=O)c2ccccc2)C3)c1 (stereo not given in full)	-1%	6	-12	0%	-7%	.	6	-1	0.7%
Cc1cc(C)c(S(=O)(=O)c2ccccc2)c(N2CCOCC2)n1	-2%	3	-2	-1%	-1%	0	10	-2	1.1%
O=[N+]([O-])c1cc(C(F)(F)F)ccc1N1CCN(S(=O)(=O)c2ccc3ccccc3c2)CC1	-3%	1	-5	2%	2%	-2	4	-2	1.5%
CCCCNC(=O)/C(C#N)=C/c1ccc(C(=O)OC)cc1	-3%	3	-1	-2%	-5%	-17	4	-7	-0.5%
O=C1CSC(=S)N1c1cccc(Br)c1	-1%	3	-9	-6%	-6%	-6	-83*	-16	0.0%
O=C(CCSc1nnc(-c2ccco2)o1)Nc1ccc(Cl)cc1	-7%	11	11	1%	1%	5	-11	-3	0.5%
CCc1ccc(CCC(=O)Nc2ccc(Cl)cc2)o1	1%	-4	-12	-8%	-7%	12	-20	-4	-0.1%
CC1=NN(C(=O)c2ccco2)C(O)(c2ccccc2)C1 (stereo not given)	4%	3	-2	-9%	-1%	-16	-9	-6	5.9%
CCCCOC(=O)c1nc(Cl)c(Cl)c(N)c1Cl	1%	2	-19	4%	-7%	.	-7	-5	0.2%
Cc1cnnn1-c1ccc([N+](=O)[O-])cc1	-3%	2	.	2%	-1%	-7	2	-4	0.9%
O=C(O)c1ccccc1SC1CC(=O)N(C2CCCCC2)C1=O (stereo not given)	0%	0	8	5%	1%	.	-14	2	-3.5%
CC(=O)CSc1ncnc2scc(-c3ccc(F)cc3)c12	-1%	1	7	-11%	0%	-8	14	.	3.5%
C=C1C(=O)c2sccc2C(c2ccc(OC)c(OC)c2)C1COC(C)=O (stereo not given)	-15%	.	.	19%	?	-104*	.	.	.
COc1ccc(S(=O)(=O)N2CCC(C(=O)Nc3cc(C(F)(F)F)ccc3Cl)CC2)cc1	-5%	11	-24	4%	6%	-5	-14	-3	-2.5%
FC(F)(F)c1cc(NCc2cccs2)n2ncnc2n1	-3%	7	-2	6%	-1%	20	6	-3	4.6%
CCOC(=O)Nc1ccc2c(CN3C(=O)NC4(CCCC4)C3=O)cc(=O)oc2c1	6%	0	3	-7%	1%	0	-17	-4	3.6%
Nc1nc(Br)c2ccccc2c1-c1ccc(F)cc1	0%	.	.	2%	2%	-7	.	.	13%
COC(=O)c1c(-c2ccc(C)cc2)csc1NC(=S)NC(=O)c1ccc(F)cc1	-3%	3	4	1%	1%	7	3	-4	0.1%
CCOc1cc(S(=O)(=O)Nc2ccccc2CC)ccc1Cl	-3%	9	-4	-5%	-1%	3	-18	-8	1.5%
CCc1noc(C)c1C(=O)OCC(=O)c1ccccc1OC	5%	10	12	2%	-8%	3	21	8	-1.1%
Cc1sc2c(c1C)c(=O)n(CCc1ccccc1)c(=O)n2Cc1ccccc1Cl	.	3	5	.	.	0	-10	0	-1.7%
Cc1cccc(CCNc2ncnc3onc(-c4ccc(Cl)cc4)c23)c1	-3%	3	-9	-22%	-5%	.	13	4	-1.4%
C=C(Br)Cn1cnc2ccccc21	-7%	1	-7	-10%	0%	-8	-6	3	1.1%
CCCCNC(=O)C1CC(c2cccc([N+](=O)[O-])c2)=NO1 (stereo not given)	-1%	1	-3	2%	1%	.	10	-2	1.7%
O=C(Oc1ccc(F)c(F)c1)c1ccc2c(=O)n3c(nc2c1)CCC3	-2%	18	4	4%	-5%	-3	7	-5	1.2%
Cc1nc2c(C(F)(F)F)cccc2c2c1CCS2	-4%	2	0	-2%	-3%	-12	10	11	-1.3%
CCc1ccc(CCC(=O)Nc2ncc(Cc3ccccc3Cl)s2)o1	-5%	5	-8	-5%	?	2	13	1	-0.7%
CCC1CN(C(=O)N2CCC(C(=O)N(C)Cc3ccccc3)CC2)c2ccccc2O1 (stereo not given)	-1%	1	-9	-6%	3%	-4	1	-3	-0.6%
Cc1cc2c(cc(C(=O)O)n2C)s1	-2%	0	13	-6%	0%	-1	0	2	3.1%
CCCC#Cc1cnc2c(c1)C(=O)N([C@H](C)CO)C[C@H](C)[C@@H](CN(C)C(=O)CCN1CCCCC1)O2	-6%	.	.	-6%	1%	11	.	.	.
COCC(=O)N1CCC(n2nnc3cc(F)ccc32)CC1	-4%	1	-5	-2%	3%	-9	-3	0	6.1%
O=C(Nc1ccc(F)cc1)c1cccc2ccccc12	3%	1	8	-35%	-8%	-2	-2	-6	7.3%
CN1CCN(CCCNC(=O)c2ccc3c(=O)n(CCc4ccccc4)c(=O)[nH]c3c2)CC1	6%	3	.	-4%	?	1	1	-15	3.7%
COc1ccccc1C(=O)NCCC(=O)Nc1ccc(C)cn1	7%	2	3	-3%	0%	9	-3	-1	0.8%
CC(C)C(C(=O)Nc1ccncc1)c1ccc(Cl)cc1 (stereo not given)	-1%	51*	-3	-7%	-18%	0	-7	0	-0.7%
CCCn1c(N)c(N(CCOC)C(=O)CSc2ccccc2)c(=O)[nH]c1=O	-2%	5	1	0%	2%	-3	0	.	0.1%
